Bioassay records from PubChem BioAssay.
PhoP inhibition: inhibitors of PhoP regulon expression, primary screen, Salmonella Typhimurium, GFP reporter (AID 1863); S. Typhimurium PhoP-regulated promoter GFP reporter, 4 h; higher % means a stronger effect; one-dose inhibition, % at 50 µM; IC50 in µM for titrated hits; hit rate 0.16% among 300,000;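 active = inhibition over 29.93%, a cutoff 3 SD above the screen mean, later confirmed by dose response; inconclusive = inhibition over 29.93% but no dose response follow-up; inactive = inhibition at most 29.93% or unconfirmed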;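 also: 0% = low Mg2+ inducing control and 100% = high Mg2+ repressing control; strong numbers were not always called active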
NS5 inhibitors: Dengue-2 NS5 methyltransferase inhibitors, primary screen, biochemical, confirmation dose response (AID 588689); Dengue-2 NS5 methyltransferase capping enzyme assay, biochemical; higher % means a stronger effect; inhibition, % at 25 µM; hits with a dose series show IC50 in µM; hit rate 0.3% among 340,000; in the data active = a potency from the dose series; inconclusive = inhibition above about 29% without an active follow-up result
SV40 large T antigen: TAg ATPase/helicase activity blockers – biochemical (AID 1903); SV40 large T antigen ATPase/helicase inhibition assay; higher % means a stronger effect; inhibition, % at 20 µM; hits with a dose series show IC50 in µM; hit rate 0.39% among 310,000; in the data active = a potency from the dose series; inconclusive = inhibition mostly from about 32% at the one dose, without a potency; inactive = the rest, 99 in 100 with inhibition below about 32%; also: strong numbers were not always called active
Rac1 GTP hydrolysis: MgcRacGAP GTPase-activating activity inhibitors, confirmation, biochemical, ADP Hunter fluorescence; MgcRacGAP-stimulated Rac1 GTP hydrolysis, ADP Hunter fluorescence; higher % means a stronger effect; GST-tagged Rac1 F28L mutant substrate; inhibition, % at 30 µM, or IC50 in µM where a hit was titrated; hit rate 0.6% among 340,000; AID 624330;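 active = first-screen hits whose inhibition reached a set limit at any dose in the follow-up dose series; inconclusive = inhibition above the set first-screen limit but never retested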;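 also: fluorescence reports GDP produced by GAP-driven GTP hydrolysis; strong numbers were not always called active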
West Nile virus CPE: West Nile virus antiviral activity, cell-based, CPE readout (AID 1621); CPE inhibition, % at 10 µM; hits with a dose series show IC50 in µM; West Nile virus-infected cells, CPE inhibition; higher % means a stronger effect; hit rate 0.02% among 290,000; in the data active = a potency from the dose series; inconclusive = CPE inhibition mostly from about 3.7% at the one dose, without a potency; inactive = the rest, 99 in 100 with CPE inhibition below about 2.2%; also: strong numbers were not always called active
LYP phosphatase: PTPN22 lymphoid phosphatase activity blockers – biochemical, fluorescence intensity, uHTS (AID 1779). recombinant LYP phosphatase, fluorescence intensity; higher % means a stronger effect. hit rate 0.054% among 290,000. inhibition, % at 11.5 µM, or IC50 in µM where a hit was titrated; in the data active = inhibition above about 50%;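 also: plate controls were vehicle with enzyme for no effect and no enzyme for full effect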
ER stress rescue: protection against thapsigargin-triggered cell killing – 384-well, CSM14.1, ATP luminescence, primary screen (AID 1222); CSM14.1 thapsigargin-induced death rescue, ATP luminescence; higher % means a stronger effect; cellular ATP content (survival), % at 20 µM; hits with a dose series show EC50 in µM; 190,000 tested, under 10 active;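 active = EC50 below 50 µM in the dose-response confirmation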;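 also: death triggered by thapsigargin at about 15 µM added after 2 h compound pretreatment; cell ATP read after overnight thapsigargin exposure of roughly 18 to 22 hours; normalized against plate controls of thapsigargin alone and 5% DMSO vehicle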
RSV CPE inhibition: inhibition of RSV-induced cytopathic effect – HEp-2 cells, primary 10 µM value included (AID 2391) | HEp-2 cells, RSV-induced CPE inhibition; higher % means a stronger effect | CPE inhibition, % at 10 µM, or IC50 in µM where a hit was titrated | hit rate 0.13% among 310,000; in the data active = a potency from the dose series; inconclusive = CPE inhibition mostly from about 23% at the one dose, without a potency; inactive = the rest, 99 in 100 with CPE inhibition below about 21%; also: strong numbers were not always called active
GPR35 antagonists: GPR35 antagonists blocking zaprinast-driven arrestin recruitment, primary screen, imaging, U2OS, beta-arrestin-GFP, zaprinast agonist (AID 2058); U2OS GPR35 beta-arrestin-GFP translocation imaging, zaprinast antagonism; higher % means a stronger effect; inhibition, % at 10 µM; hits with a dose series show IC50 in µM; hit rate 0.052% among 290,000;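 active = inhibition of at least 50% with at least 30 cells and total cytoplasm GFP at most 10,000,000; inconclusive = under 30 cells or total GFP of 10,000,000 plus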
NS5 inhibitors pilot replicate: recorded beside NS5 inhibitors, whose call it bears; inhibition, %; measured here: pilot screen replicate inhibition
Active calls of the source: *; ? = inconclusive; . = not tested or not shown.

SMILES	PhoP inhibition	NS5 inhibitors	SV40 large T antigen	Rac1 GTP hydrolysis	West Nile virus CPE	LYP phosphatase	ER stress rescue	RSV CPE inhibition	GPR35 antagonists	others
CC(=O)Nc1ccc(S(=O)(=O)N2CCN(c3ccc(C)c(Cl)c3)CC2)cc1	5%	-3%	1%	-9%	0.0%	-6%	-0.7%	5.5%	-4%
COc1ccc(C(=O)NCCc2nnc(SCc3nc4ccccc4c(=O)[nH]3)n2C)cc1	4%	0%	3%	12%	0.2%	-6%	1.1%	-1.2%	17%
CCS(=O)(=O)Nc1c(C(=O)O)[nH]c2ccccc12	19%	0%	-4%	2%	0.8%	-5%	0.3%	0.4%	8%
Cc1ccc(/C(O)=C2\C(=O)C(=O)N(C)C2c2ccccc2[N+](=O)[O-])cc1 (stereo not drawn)	5%	5%	5%	11%	-0.3%	-6%	.	2.1%	14%
COc1ccccc1CNC(c1ccccc1)c1ccccc1	4%	2%	21%	11%	-0.8%	-5%	.	1.6%	27%
C/C(CC(=O)N1CCCC1)=N\NC(=O)c1cc2ccccc2cc1O	-3%	75%	25%	9%	?	-2%	.	0.0%	8%
CC1CCN(C(=S)c2ccc(N(C)C)cc2)CC1	-10%	-3%	9%	-10%	-0.5%	8%	-1.8%	-0.8%	4%
Cc1ccc(C)c2sc(NC(=O)c3ccc(N4CCCCC4)c([N+](=O)[O-])c3)nc12	1%	-3%	4%	0%	-0.8%	3%	2.1%	3.8%	15%
COc1ccc(CNC(=O)CN(C(=O)CCC(=O)Nc2ccccn2)c2ccc(C)cc2)cc1	1%	-1%	5%	-2%	-1.0%	-2%	.	1.4%	5%
COc1ccc(C(=O)N(CCc2ccccc2)Cc2cccs2)c(OC)c1	2%	4%	19%	2%	-1.2%	-10%	.	4.2%	-18%
CCN(CC)C(=O)c1sc(NC(=O)c2cc(-c3ccc(C)s3)nc3ccccc23)c(C(=O)OC)c1C	-5%	-9%	13%	6%	1.4%	-4%	2.5%	2.4%	-5%
Cc1cc(Cl)ccc1NC(=S)N1CCN(Cc2ccccc2)CC1	8%	-6%	23%	7%	-0.5%	-9%	1.2%	14%	-3%
CC(C)C(C)NC(=O)CN1C(=O)NC(C)(c2ccc3ccccc3c2)C1=O (stereo not drawn)	1%	6%	7%	5%	-1.0%	-8%	.	0.1%	-1%
COC(=O)C(NC(C)=O)(Nc1ccc(Br)cn1)C(F)(F)F (stereo not drawn)	-2%	5%	26%	12%	0.3%	-11%	0.0%	0.5%	2%
COc1cc(/C=C2/C(=N)N3N=C(C(C)C)SC3=NC2=O)ccc1OS(=O)(=O)c1ccccc1	5%	16%	6%	11%	0.3%	1%	.	-0.4%	-10%
Cn1cnnc1-c1cccc(NS(=O)(=O)c2ccc(N3CCCC3=O)cc2)c1	-4%	0%	8%	4%	1.1%	-5%	0.4%	-0.7%	-19%
CC(C)c1nnc(NC(=O)CCC(=O)N2CCN(Cc3ccccc3)CC2)s1	-3%	4%	-2%	12%	0.2%	-3%	2.1%	-0.2%	7%
CC1CC2(C)CC(C)C1(COC(=O)Nc1ccccc1)CO2 (stereo not drawn)	-3%	-6%	-1%	0%	-0.6%	-10%	4.1%	1.7%	12%
COc1nc(-c2ccncc2)nc2ccccc12	7%	-5%	5%	4%	1.9%	-5%	-1.3%	?	-11%
OCn1c2ccccc2c2ccccc21	5%	-9%	6%	6%	0.2%	-4%	.	3.2%	21%
Cn1c([N+](=O)[O-])cnc1COC(N)=O	-4%	1%	13%	3%	0.1%	5%	-0.7%	0.3%	-26%
O=C(Nc1ccccc1Cc1ccccc1)c1ccncc1	5%	4%	13%	5%	-0.2%	-6%	.	1.6%	-1%
CC(Oc1cc2oc(=O)c3c(c2cc1Cl)CCCC3)C(=O)NCC1CCC(C(=O)O)CC1 (stereo not drawn)	-7%	-2%	12%	4%	0.3%	-9%	.	2.2%	-6%
Cc1cccc(CCNC(=O)CN(C)S(=O)(=O)c2cnc[nH]2)c1	10%	-9%	1%	8%	-0.1%	-3%	-0.2%	0.8%	-7%
Fc1ccc(C2c3[nH]c4ccccc4c3CCN2Cc2ccoc2)cc1 (stereo not drawn)	-1%	-2%	9%	3%	-0.6%	-2%	-1.1%	-0.4%	-2%
COc1c(C(=O)NCCSC(C)(C)C)ccc2ccccc12	3%	-5%	-1%	10%	-1.5%	-3%	-0.6%	5.8%	-9%
CC1=C(C(=O)Nc2ccccc2)C(c2cccnc2)n2ncnc2N1 (stereo not drawn)	19%	-8%	-2%	0%	-0.2%	-6%	0.2%	-0.1%	0%
O=C(CS(=O)c1ccc(C(F)(F)F)cc1[N+](=O)[O-])Oc1ccc(Cl)cc1 (stereo not drawn)	6%	-12%	15%	3%	1.3%	-8%	1.6%	1.3%	-9%	NS5 inhibitors pilot replicate=10
COc1cccc(N2C(=NC(=O)COc3ccccc3)SC3CS(=O)(=O)CC32)c1 (stereo not drawn)	-4%	-2%	-2%	3%	0.6%	-11%	.	0.6%	27%
CCc1nn(CCCC(=O)N(C)Cc2ccccc2)c(=O)c2cc3occc3n12	-3%	-11%	11%	3%	-0.7%	-14%	.	13%	0%

Sorted by length of the SMILES (smallest number first): part of the list above
SMILES	PhoP inhibition	NS5 inhibitors	SV40 large T antigen	Rac1 GTP hydrolysis	West Nile virus CPE	LYP phosphatase	ER stress rescue	RSV CPE inhibition	GPR35 antagonists	others
Cn1c([N+](=O)[O-])cnc1COC(N)=O	-4%	1%	13%	3%	0.1%	5%	-0.7%	0.3%	-26%
COc1c(C(=O)NCCSC(C)(C)C)ccc2ccccc12	3%	-5%	-1%	10%	-1.5%	-3%	-0.6%	5.8%	-9%
CC1=C(C(=O)Nc2ccccc2)C(c2cccnc2)n2ncnc2N1 (stereo not drawn)	19%	-8%	-2%	0%	-0.2%	-6%	0.2%	-0.1%	0%

Going on with the list.
SMILES	PhoP inhibition	NS5 inhibitors	SV40 large T antigen	Rac1 GTP hydrolysis	West Nile virus CPE	LYP phosphatase	ER stress rescue	RSV CPE inhibition	GPR35 antagonists	others
N=c1n(-c2ccccc2)c(O)cc(=O)n1-c1ccccc1	-6%	-1%	11%	4%	0.0%	6%	1.3%	-0.5%	-9%
CC1CCc2c(sc3ncnc(NCc4cccnc4)c23)C1 (stereo not drawn)	-6%	-10%	5%	12%	-0.2%	-6%	2.9%	5.6%	-1%
C=CCN1C(=O)C(Cc2ccccc2Cl)SC1=Nc1ccc(C(=O)O)cc1 (stereo not drawn)	-4%	-2%	19%	-1%	0.5%	-5%	.	-0.7%	7%
O=C(NCc1ccc(Cl)cc1)C1CCC(=O)N(C2CCCCCC2)C1 (stereo not drawn)	-5%	-3%	13%	4%	-1.0%	-9%	.	3.3%	9%
O=c1c2ccccc2nc(-c2ccc(Cl)c(Cl)c2)n1O	12%	-2%	7%	5%	-0.6%	-9%	-1.3%	1.9%	-6%
COc1ccc(N2Cc3cccc(C(=O)O)c3C2=O)cc1	-13%	0%	21%	14%	-0.1%	-2%	0.0%	2.3%	7%
CC(=O)Nc1ccc(S(=O)(=O)N2CCN(CCC#N)CC2)cc1	-4%	0%	2%	3%	0.2%	-8%	-1.9%	0.1%	-12%
Cc1ccc2c(c1)N(CCC(=O)NC(C)C)C(=O)CO2	8%	-6%	-1%	-13%	0.5%	3%	-0.8%	2.4%	-4%
COc1ccc(CCn2c(-c3ccc(Cl)cc3)n[nH]c2=S)cc1OC	-1%	-4%	14%	11%	-0.1%	-9%	-1.1%	0.3%	-1%
COc1ccc(-c2nc(CN3CCN(Cc4cccc(Cl)c4)CC3)c(C)o2)cc1	4%	.	11%	12%	-1.3%	-12%	.	12%	7%

Reprinted from the part before: two compounds; new compounds follow.
SMILES	PhoP inhibition	NS5 inhibitors	SV40 large T antigen	Rac1 GTP hydrolysis	West Nile virus CPE	LYP phosphatase	ER stress rescue	RSV CPE inhibition	GPR35 antagonists	others
COc1ccc(CCn2c(-c3ccc(Cl)cc3)n[nH]c2=S)cc1OC	-1%	-4%	14%	11%	-0.1%	-9%	-1.1%	0.3%	-1%
COc1ccc(-c2nc(CN3CCN(Cc4cccc(Cl)c4)CC3)c(C)o2)cc1	4%	.	11%	12%	-1.3%	-12%	.	12%	7%
COc1ccc(-c2nc3cc([N+](=O)[O-])ccc3o2)cc1	-7%	-2%	6%	0%	-0.9%	-4%	-3.4%	3.0%	-10%
CCOc1cc(C2NC(=S)NC(C)=C2C(=O)Nc2ccc(OC)cc2)ccc1O (stereo not drawn)	16%	-5%	20%	2%	0.0%	-4%	-1.3%	1.5%	10%
O=C(CN1CC(=O)Nc2ccccc21)Nc1ccc(F)c(F)c1	-3%	-5%	1%	5%	0.3%	4%	-8.3%	-1.6%	6%
Cc1cc(NC(=O)c2ccco2)no1	12%	1%	2%	6%	0.2%	-7%	-2.3%	2.5%	2%
Cc1ccc(C(=O)Nc2c(C)n(C)n(-c3ccccc3)c2=O)cc1S(=O)(=O)N1CCOCC1	.	-1%	.	9%	0.0%	7%	-0.3%	-0.4%	5%
Cc1ccccc1NC(=O)C1c2cccc[n+]2CC(=O)N1Cc1ccc2c(c1)OCO2 (stereo not drawn)	-5%	-1%	17%	6%	0.5%	-6%	0.2%	1.3%	1%
CC(C)(C)NC(=O)C(c1ccc(Cl)cc1)N(CCO)C(=O)c1snc(C(N)=O)c1N (stereo not drawn)	-3%	-2%	6%	11%	-0.8%	-6%	.	5.5%	0%
O=S(=O)(NCCSc1ccccc1)c1cccs1	16%	-5%	8%	10%	0.5%	-7%	-1.7%	4.8%	-14%
Cc1ccc(-c2cc(C(F)F)n3ncc(C(=O)N4CCN(c5ccccn5)CC4)c3n2)cc1	8%	-3%	5%	2%	0.1%	1%	.	6.8%	3%
NC(=O)C1CCN(C2=C(Cl)C(=O)c3ccccc3C2=O)CC1	13%	26µM*	10%	15%	3.1%	-6%	1.1%	44%	-4%
Cc1cc(C(=O)Nc2ccncc2)c2ccccc2n1	-6%	-3%	-4%	7%	0.6%	-8%	.	1.1%	-6%
Cc1ccc(C)c(-c2cc(C(=O)Nc3nccs3)c3ccccc3n2)c1	-3%	0%	1%	9%	0.7%	9%	2.5%	4.8%	2%
